SIAE primary – blocks human sialic acid acetylesterase; Q9HAT2; SIAE FP-Rh probe binding, fluorescence polarization; inhibition, % at 9.66 µM; 0.69% of 370,000 active;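 active = inhibition above a cutoff: mean of compounds within the control limits plus 3 SD of those, cut at about 17% in these data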;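 note: 0% = plate median of compound wells and 100% = probe without SIAE protein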
Target sequence (Q9HAT2 whole entry, looked up): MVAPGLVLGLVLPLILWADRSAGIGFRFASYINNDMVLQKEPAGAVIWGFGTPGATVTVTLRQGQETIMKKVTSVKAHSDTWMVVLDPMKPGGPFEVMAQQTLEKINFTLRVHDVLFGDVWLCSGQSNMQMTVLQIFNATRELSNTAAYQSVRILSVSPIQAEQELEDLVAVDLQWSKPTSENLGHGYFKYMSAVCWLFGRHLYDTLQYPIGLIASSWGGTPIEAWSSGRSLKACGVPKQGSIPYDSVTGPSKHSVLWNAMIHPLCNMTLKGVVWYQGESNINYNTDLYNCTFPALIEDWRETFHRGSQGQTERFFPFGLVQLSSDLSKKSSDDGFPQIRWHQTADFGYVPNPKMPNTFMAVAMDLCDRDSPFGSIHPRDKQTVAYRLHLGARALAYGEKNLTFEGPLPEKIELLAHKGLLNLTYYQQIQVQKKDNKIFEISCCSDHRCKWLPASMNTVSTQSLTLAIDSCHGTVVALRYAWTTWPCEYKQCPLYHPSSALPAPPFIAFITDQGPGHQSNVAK
mABHD4 FP – inhibitors of mouse ABHD4. purified mABHD4, FP-Rh probe fluorescence polarization. inhibition, % at 8.92 µM. 0.54% of 370,000 active. AID 720543;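 active = inhibition exceeding the mean over every tested compound plus 3 SD, cut at about 30% in these data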;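 note: 0% = plate median of compound wells and 100% = S159A mutant with DMSO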
Target sequence (Q8VD66 whole entry, looked up): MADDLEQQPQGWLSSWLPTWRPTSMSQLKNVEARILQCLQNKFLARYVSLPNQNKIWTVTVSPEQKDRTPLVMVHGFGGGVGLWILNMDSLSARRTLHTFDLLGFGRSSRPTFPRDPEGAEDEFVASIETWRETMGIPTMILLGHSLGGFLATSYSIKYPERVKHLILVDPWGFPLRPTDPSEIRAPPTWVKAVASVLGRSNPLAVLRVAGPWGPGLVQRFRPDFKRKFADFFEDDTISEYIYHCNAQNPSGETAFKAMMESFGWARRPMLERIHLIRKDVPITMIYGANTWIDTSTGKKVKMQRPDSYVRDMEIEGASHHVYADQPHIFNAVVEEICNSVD
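Doses – 8.92 µM, single dose · Material – wild-type mouse ABHD4 protein · Replication – single well per compound (singlicate) · Measure – percent inhibition of probe binding, normalized to plate controls · Schedule – 45 min compound pre-incubation plus 60 min probe step, 25 °C · Detection – fluorescence polarization with parallel and perpendicular emission, 525/598 nm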
GC-B act – GC-B (human) receptor activation | HEK293-GC-B cells, CNP EC30, cGMP TR-FRET; 0% at EC30 CNP, 100% saturating CNP | activation, % at 10 µM | 0.11% of 370,000 active;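 active = activation at 10 µM reaching about 35% in either raw or pattern-adjusted values, limit read from the data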
TDP2 absorb – TDP2 (human) inhibition, absorbance primary screen. O95551. 0.34% of 370,000 active. inhibition, % at 12.8 µM. recombinant TDP2, T5PNP hydrolysis, p-nitrophenol absorbance 415 nm;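 active = inhibition above the mean of all tested compounds plus 3 SD, set per campaign, cut at about 25% in these data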;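 note: 0% = DMSO with enzyme and 100% = buffer with substrate but no TDP2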
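System – recombinant human TDP2 · Amount – 120 nM TDP2 per well · Buffer or medium – Mg2+-containing Tris-HCl buffer, pH 7.5 · Reagent – T5PNP substrate, 5 mM · Dosing – 12.8 µM single point, 1% DMSO · Incubation – 2 h at 37 °C · Measured by – epi absorbance · Read-out basis – percent inhibition · Benchmarks – high control without enzyme, low control DMSO plus TDP2 · Repeats – singlicate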
PRMT1 FP inh – blocks human protein arginine methyltransferase 1. Q99873. recombinant PRMT1, activity-based probe fluorescence polarization. inhibition, % at 2.79 µM. 1.3% of 370,000 active. AID 652257;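 active = inhibition above about 21% made by adding two undisclosed values, limit read from the data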
MBD2 inh – MBD2-methylated oligo binding inhibition | Q9UBB5 | 0.31% of 370,000 active | inhibition, % at 4.4 µM | TR-FRET, MBD2 binding to methylated oligonucleotide | AID 686964; in the data active = inhibition above about 13%
LEDGF integ inh – blocks HIV-1 LEDGF/p75-dependent DNA integration | 0.64% of 370,000 active | TR-FRET IN-LEDGF/p75 DNA integration, Eu/Cy5 | inhibition, % at 3.7 µM | AID 743269;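 active = inhibition above the screen-wide mean plus 3 SD, cut at about 13% in these data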;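 note: signal is the Cy5 over europium emission ratio at 671 and 618 nm; 0% = plate median of compound wells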
rCAG binder – molecules binding r(CAG) RNA repeats. r(CAG) RNA repeat, TO-PRO-1 dye displacement fluorescence. inhibition, % at 3 µM. 1.3% of 370,000 active;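 active = inhibition above the plate cutoff, the mean of all test compounds on that plate plus 3 SD, cut at about 35% in these data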;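 note: 0% = DMSO alone and 100% = 100 µM mitoxantrone as full dye displacement; higher means more dye released from RNA so lower well fluorescence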
TCR-CD3 inh – blocks the human TCR-CD3 interaction; TAMRA-labeled TCR probe fluorescence, biochemical; inhibition, % at 9.4 µM; AID 651800; 0.37% of 360,000 active; in the data active = inhibition above about 19%;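 note: recombinant mutant TCR 2C K166C tagged with TAMRA read by polarization; 0% = receptor in buffer alone and 100% = receptor with positive control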
HTRA1 inhibitor – inhibitors of human serine peptidase HTRA1 | Q92743 | recombinant HTRA1, FP-rhodamine activity-based probe, fluorescence polarization | inhibition, % at 5.96 µM | 0.5% of 340,000 active | AID 504803; in the data active = inhibition above about 36%;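 note: 0% = enzyme with DMSO and 100% = wells lacking enzyme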
Numbers without * were called inactive. This is a subset; rates above refer to the full screens.

Screening CCCCN1CCNC[C@@H]1Cc1ccc(O)cc1 returned SIAE primary 4, mABHD4 FP 0, GC-B act 1, TDP2 absorb 9, PRMT1 FP inh 0, MBD2 inh -4, LEDGF integ inh -2, rCAG binder 1, TCR-CD3 inh -2 and HTRA1 inhibitor -7.
`CN1CCN(c2ncnc3c2ncn3[C@H]2CN(Cc3ccc4c(c3)OCO4)C[C@@H](CO)O2)CC1` gave SIAE primary 5, mABHD4 FP 1, GC-B act -2, TDP2 absorb 2, PRMT1 FP inh -1, MBD2 inh 2, LEDGF integ inh 2, rCAG binder -1 and TCR-CD3 inh 7.
For CC(=O)c1ccc(NC(=O)C2CCN(S(=O)(=O)c3ccc4c(c3)N(C(C)=O)CCO4)CC2)cc1 the results were SIAE primary -3, mABHD4 FP 2, GC-B act 3, TDP2 absorb -7, PRMT1 FP inh 3, MBD2 inh 0, LEDGF integ inh -4, rCAG binder 2, TCR-CD3 inh 2 and HTRA1 inhibitor -6.
CN(C(=O)C1CCC(=O)N(Cc2ccccc2F)C1)C1CCOCC1 (stereo unspecified) was read as SIAE primary 5, mABHD4 FP 7, GC-B act 2, TDP2 absorb 4, PRMT1 FP inh -3, MBD2 inh -2, LEDGF integ inh -1, rCAG binder -2, TCR-CD3 inh 10 and HTRA1 inhibitor -3.
Screening COc1ccc(-c2cc(C(=O)N3CCCC3)c3ccccc3n2)cc1 returned SIAE primary -1, mABHD4 FP 2, GC-B act 0, TDP2 absorb 9, PRMT1 FP inh 1, MBD2 inh -1, LEDGF integ inh 0, rCAG binder -5, TCR-CD3 inh 11 and HTRA1 inhibitor -3.
Screening CC(=C/c1ccco1)/C=N/N1CCN(c2ccccc2)CC1 returned SIAE primary -3, mABHD4 FP 2, GC-B act 9, TDP2 absorb 0, PRMT1 FP inh 8, MBD2 inh 3, LEDGF integ inh 0, rCAG binder 4, TCR-CD3 inh -3 and HTRA1 inhibitor 6.
`O=C1NCCCC1C(=O)Nc1cccc(C(F)(F)F)c1` (stereo unspecified) gave SIAE primary 5, mABHD4 FP 1, GC-B act 8, TDP2 absorb 6, PRMT1 FP inh 0, MBD2 inh 1, LEDGF integ inh -1, rCAG binder 10, TCR-CD3 inh 6 and HTRA1 inhibitor 4.
For CN1CCN(C(=O)/C=C/c2ccc([N+](=O)[O-])cc2)CC1 the results were SIAE primary -1, mABHD4 FP 6, GC-B act -3, TDP2 absorb 0, PRMT1 FP inh -5, MBD2 inh -5, LEDGF integ inh 2, rCAG binder -1, TCR-CD3 inh -4 and HTRA1 inhibitor 0.
Screening CSc1nc2sc3c(c2c(=O)[nH]1)CCc1ccccc1-3 returned SIAE primary 1, mABHD4 FP 4, GC-B act 0, TDP2 absorb -9, PRMT1 FP inh 6, MBD2 inh 4, LEDGF integ inh -3, rCAG binder 6, TCR-CD3 inh -12 and HTRA1 inhibitor -4.
CCCCCC1NC(=O)NC1CCCCCC(=O)O (stereo unspecified) was read as SIAE primary -1, mABHD4 FP 3, GC-B act 3, TDP2 absorb 2, PRMT1 FP inh -1, MBD2 inh -4, LEDGF integ inh -1, rCAG binder 1, TCR-CD3 inh 8 and HTRA1 inhibitor 1.
For O=C(COc1ccccc1Cl)Nc1ccc(Cl)cn1 the results were SIAE primary -5, mABHD4 FP 0, GC-B act -4, TDP2 absorb -2, PRMT1 FP inh -4, MBD2 inh -6, LEDGF integ inh -3, rCAG binder -6, TCR-CD3 inh 15 and HTRA1 inhibitor -2.
`O=C(c1cnn2c(C(F)F)cc(C3CC3)nc12)N1CCOCC1` gave SIAE primary 4, mABHD4 FP 7, GC-B act 5, TDP2 absorb -7, PRMT1 FP inh -2, MBD2 inh -2, LEDGF integ inh -2, rCAG binder -3, TCR-CD3 inh 4 and HTRA1 inhibitor 3.
Screening CCc1nc2ccc(C(=O)Nc3cccc(NS(C)(=O)=O)c3)cn2c1N(CCC(C)C)CCN(C)C returned SIAE primary -7, mABHD4 FP 6, GC-B act -4, TDP2 absorb 3, PRMT1 FP inh -5, MBD2 inh 1, LEDGF integ inh 1, rCAG binder -1 and TCR-CD3 inh 0.
Screening CC(NC(=O)CCNS(=O)(=O)c1cccc2nonc12)c1ccccc1 (stereo unspecified) returned SIAE primary -1, mABHD4 FP -3, GC-B act 0, TDP2 absorb 18, PRMT1 FP inh -1, MBD2 inh -4, LEDGF integ inh -1, rCAG binder 2, TCR-CD3 inh -1 and HTRA1 inhibitor -1.
Cc1ccc(N2C(=O)N(CC(=O)N3CCc4ccccc43)C(=O)C2C)cc1 (stereo unspecified) was read as SIAE primary 1, mABHD4 FP 2, GC-B act -3, TDP2 absorb 10, PRMT1 FP inh 0, MBD2 inh 0, LEDGF integ inh -3, rCAG binder 0, TCR-CD3 inh 1 and HTRA1 inhibitor -3.
`Fc1ccc(Nc2nc(N3CCOCC3)c3ccccc3n2)cc1` gave SIAE primary 6, mABHD4 FP 6, GC-B act 8, TDP2 absorb 0, PRMT1 FP inh 2, MBD2 inh 3, LEDGF integ inh 1, rCAG binder 1, TCR-CD3 inh -3 and HTRA1 inhibitor -4.
`C/C(NC(=O)c1ccccc1)=C1/C(=O)CC2C1C2(C)C` (stereo unspecified) gave SIAE primary -8, mABHD4 FP -11, GC-B act -1, TDP2 absorb -15, PRMT1 FP inh 6, MBD2 inh 7, LEDGF integ inh 0, rCAG binder 4, TCR-CD3 inh -6 and HTRA1 inhibitor -15.
For Cc1coc2c(C)c3oc(=O)c(CCC(=O)NCCN4CCOCC4)c(C)c3cc12 the results were SIAE primary 6, mABHD4 FP 0, GC-B act -17, TDP2 absorb 1, PRMT1 FP inh -11, MBD2 inh -4, LEDGF integ inh 4, rCAG binder -5, TCR-CD3 inh 9 and HTRA1 inhibitor -5.
COc1ccccc1N1CCN(c2nc(C)cc(C)c2C#N)CC1 was read as SIAE primary 8, mABHD4 FP -10, GC-B act 2, TDP2 absorb -2, PRMT1 FP inh -1, MBD2 inh 1, LEDGF integ inh 5, rCAG binder -12, TCR-CD3 inh -3 and HTRA1 inhibitor -1.
For CCCN(CC(=O)Nc1ccccc1C)C(=O)c1cc(=O)[nH]c2ccccc12 the results were SIAE primary -1, mABHD4 FP -4, GC-B act 4, TDP2 absorb 7, PRMT1 FP inh -3, MBD2 inh -1, LEDGF integ inh -2, rCAG binder -2, TCR-CD3 inh 5 and HTRA1 inhibitor 1.

Quoted at random: two compounds from above
COc1ccccc1N1CCN(c2nc(C)cc(C)c2C#N)CC1 was read as SIAE primary 8, mABHD4 FP -10, GC-B act 2, TDP2 absorb -2, PRMT1 FP inh -1, MBD2 inh 1, LEDGF integ inh 5, rCAG binder -12, TCR-CD3 inh -3 and HTRA1 inhibitor -1.
Screening CC(=C/c1ccco1)/C=N/N1CCN(c2ccccc2)CC1 returned SIAE primary -3, mABHD4 FP 2, GC-B act 9, TDP2 absorb 0, PRMT1 FP inh 8, MBD2 inh 3, LEDGF integ inh 0, rCAG binder 4, TCR-CD3 inh -3 and HTRA1 inhibitor 6.

(next part)
Screening Cc1cccc(N(CC(=O)NC2CCCC2)C(=O)c2nsc(Cl)c2Cl)c1C returned SIAE primary -1, mABHD4 FP 0, GC-B act -10, TDP2 absorb 2, PRMT1 FP inh -2, MBD2 inh -3, LEDGF integ inh 3, rCAG binder -6, TCR-CD3 inh 1 and HTRA1 inhibitor 2.
Cc1ccnc2nc(C(=O)OCC(=O)c3ccc(NC(=O)CC(C)C)cc3)nn12 was read as SIAE primary -10, mABHD4 FP -9, GC-B act 0, TDP2 absorb -2, PRMT1 FP inh -1, MBD2 inh 2, LEDGF integ inh 0, rCAG binder 17, TCR-CD3 inh -1 and HTRA1 inhibitor -5.
Screening CCOC(=O)N1CCN(Cc2nc(N)nc(Nc3ccc(OC)cc3)n2)CC1 returned SIAE primary 3, mABHD4 FP -7, GC-B act 10, TDP2 absorb -2, PRMT1 FP inh 3, MBD2 inh 0, LEDGF integ inh 2, rCAG binder -6, TCR-CD3 inh 2 and HTRA1 inhibitor 9.
CCOC(=O)CC(=O)CSc1ccc2nnc(-c3cccc(F)c3)n2n1 was read as SIAE primary 3, mABHD4 FP 12, GC-B act 5, TDP2 absorb 4, PRMT1 FP inh 2, MBD2 inh 0, LEDGF integ inh 2, rCAG binder 12, TCR-CD3 inh 3 and HTRA1 inhibitor -4.
For O=C1/C(=C/c2cccnc2)Oc2cc(OS(=O)(=O)c3ccc(F)cc3)ccc21 the results were SIAE primary 1, mABHD4 FP 0, GC-B act -9, TDP2 absorb 3, PRMT1 FP inh 0, MBD2 inh 1, LEDGF integ inh 4, rCAG binder 0, TCR-CD3 inh -3 and HTRA1 inhibitor -2.
`Cc1ccc(CN2CCN(Cc3nc4c(s3)CCCC4)CC2CCO)cc1` (stereo unspecified) gave SIAE primary 0, mABHD4 FP -4, GC-B act 8, TDP2 absorb 4, PRMT1 FP inh -3, MBD2 inh 1, LEDGF integ inh 0, rCAG binder -11, TCR-CD3 inh 2 and HTRA1 inhibitor -5.
Cc1onc(-c2ccccc2)c1C(=O)N(C)CCc1ccccn1 was read as SIAE primary 2, mABHD4 FP -2, GC-B act 5, TDP2 absorb 7, PRMT1 FP inh -5, MBD2 inh 5, LEDGF integ inh 2, rCAG binder -5, TCR-CD3 inh 9 and HTRA1 inhibitor 1.
`O=C(CN1C(=O)C2CC=CCC2C1=O)OCc1cc(=O)n2cc(Br)ccc2n1` (stereo unspecified) gave SIAE primary -3, mABHD4 FP 3, GC-B act 1, TDP2 absorb -7, PRMT1 FP inh -1, MBD2 inh -5, LEDGF integ inh -3, rCAG binder 0, TCR-CD3 inh 8 and HTRA1 inhibitor -2.
`CCOC(=O)/C(C#N)=N\Nc1cc(Cl)ccc1OC` gave SIAE primary 2, mABHD4 FP -5, GC-B act 5, TDP2 absorb 3, PRMT1 FP inh 0, MBD2 inh 1, LEDGF integ inh 2, rCAG binder -1, TCR-CD3 inh -2 and HTRA1 inhibitor 2.
COC(=O)c1ccccc1S(=O)(=O)Nc1ccc(OC)nc1 was read as SIAE primary 7, mABHD4 FP 1, GC-B act -2, TDP2 absorb 3, PRMT1 FP inh 3, MBD2 inh 6, LEDGF integ inh 1, rCAG binder -2, TCR-CD3 inh -3 and HTRA1 inhibitor 3.
For CC(C)C(=O)Nc1ccc(NC(=O)c2cccs2)cn1 the results were SIAE primary 5, mABHD4 FP 3, GC-B act 3, TDP2 absorb 8, PRMT1 FP inh 2, MBD2 inh -8, LEDGF integ inh -1, rCAG binder 0, TCR-CD3 inh 6 and HTRA1 inhibitor -1.
Screening O=C(Nc1ccc2c(c1)OCCO2)C(=O)c1c[nH]c2ccccc12 returned SIAE primary -7, mABHD4 FP -26, GC-B act -13, TDP2 absorb 8, PRMT1 FP inh -2, MBD2 inh -1, LEDGF integ inh -2, rCAG binder 10, TCR-CD3 inh -1 and HTRA1 inhibitor -38.
`COC(=O)c1ccc(CSc2nnc3n(Cc4ccccc4OC)c(=O)c4ccccc4n23)o1` gave SIAE primary 4, mABHD4 FP -6, GC-B act -6, TDP2 absorb -5, PRMT1 FP inh 4, MBD2 inh 1, LEDGF integ inh 6, rCAG binder 4, TCR-CD3 inh 11 and HTRA1 inhibitor -1.

Screens deposited in PubChem by several laboratories.
